Bioassay records from PubChem.
M18AAP inhibitor – PfM18AAP inhibitors, malaria aminopeptidase, primary screen, biochemical, QFRET, recombinant enzyme; M18 aspartyl aminopeptidase (Plasmodium falciparum 3D7); H-Glu-NHMec fluorogenic cleavage; inhibition, % at 7.35 µM; 290,000 compounds, 1.2% hits; AID 1822, 2009;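 active = inhibition above the campaign mean inhibition over all tested compounds plus 3 SD, cut at about 28% in these data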;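 also: 0% = plate median of test compound wells and 100% = 2 mM ZnCl2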
IDE inh – human IDE inhibitors in live cells, primary screen, fluorescence polarization, HEK cells, FAbetaB substrate | FAbetaB cleavage | 320,000 compounds, 0.41% hits | inhibition, % at 5.59 µM | Insulin-degrading enzyme (Homo sapiens), P14735;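 active = percent inhibition above the average of all tested compounds plus 3 SD, set per screening campaign, cut at about 16% in these data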;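 also: IDE supplied by intact live HEK cells; FP after avidin binding of uncleaved biotin substrate so inhibition keeps polarization high; 0% = DMSO wells and 100% = 60 µM reference IDE inhibitor Ii1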
MEKK3 PB1 HTS – modulators of MEKK3-MEK5 PB1 binding, primary screen, biochemical, wildtype MEKK3, multiplex bead flow cytometry, Alexa488-MEK5; bead-based flow cytometry, Alexa488-MEK5 binding to MEKK3; actives lie on both sides; 0 = blocked by unlabeled MEK5, 100 = vehicle; binding response (% of control), % at 10 µM; 290,000 compounds, 1.4% hits;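 active = binding response more than 3 SD above or below the average of its plate-row segment, actives on both sides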;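 also: Alexa488 bead fluorescence after subtracting the streptavidin-only scavenger bead signal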
Target sequence (Q99759 whole entry, looked up): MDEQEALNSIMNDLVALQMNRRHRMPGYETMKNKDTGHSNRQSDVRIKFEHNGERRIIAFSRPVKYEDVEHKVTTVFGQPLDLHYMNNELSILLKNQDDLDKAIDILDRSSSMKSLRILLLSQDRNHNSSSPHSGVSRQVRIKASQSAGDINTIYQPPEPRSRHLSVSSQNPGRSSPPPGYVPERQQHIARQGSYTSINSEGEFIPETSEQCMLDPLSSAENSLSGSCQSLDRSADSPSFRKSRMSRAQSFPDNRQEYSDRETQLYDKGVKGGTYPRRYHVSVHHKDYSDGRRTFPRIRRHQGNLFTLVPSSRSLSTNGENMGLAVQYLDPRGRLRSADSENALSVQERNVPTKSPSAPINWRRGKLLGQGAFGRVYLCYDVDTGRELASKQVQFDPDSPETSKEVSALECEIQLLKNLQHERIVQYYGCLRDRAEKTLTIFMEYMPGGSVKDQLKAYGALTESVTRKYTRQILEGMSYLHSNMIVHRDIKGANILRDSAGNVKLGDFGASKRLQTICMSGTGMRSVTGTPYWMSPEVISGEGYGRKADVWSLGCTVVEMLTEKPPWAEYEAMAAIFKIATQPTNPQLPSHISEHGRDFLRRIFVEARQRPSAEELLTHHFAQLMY
NALP1 inh – NALP1 inflammasome inhibitors in reconstituted yeast, colorimetric, S. cerevisiae, triplicate retest; S. cerevisiae NALP1/ASC/caspase-1 growth, X-gal OD620, 72 h; inhibition, % at 10 µM; 280,000 compounds, 0.61% hits; in the data active = inhibition mostly above about 24%, no sharp cut-off; inactive = mostly below about 32%; also: some compounds called inactive have numbers as strong as hits
SUMO HTRF inh – inhibitors of in vitro SUMOylation cascade, primary screen, biochemical, HTRF, uHTS; SUMO-conjugating enzyme UBC9 (Homo sapiens), P63279; HTRF SUMOylation assay, SAE1/SAE2 + UBC9; inhibition, % at 35 µM; 290,000 compounds, 0.36% hits; AID 2006, 2009; in the data active = inhibition above about 50%, passing the limit was not always enough; also: strong numbers were not always called active
Target sequence (P63279 whole entry, looked up): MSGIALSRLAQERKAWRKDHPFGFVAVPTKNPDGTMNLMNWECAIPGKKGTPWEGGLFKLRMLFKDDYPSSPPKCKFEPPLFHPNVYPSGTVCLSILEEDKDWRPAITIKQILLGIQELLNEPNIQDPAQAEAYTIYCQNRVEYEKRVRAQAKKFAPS
IDE act – human IDE activators in live cells, primary screen, fluorescence polarization, HEK cells, FAbeta-B substrate; FAbeta-B cleavage; 0% vehicle, 100% cell-free pure enzyme wells; activation, % at 5.96 µM; 340,000 compounds, 0.073% hits; AID 493087, 2011;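 active = activation above the mean of all tested compounds plus 3 SD, set per screening campaign, cut at about 17% in these data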
p-CIP stab down – p/CIP-EGFP fusion destabilizers, primary screen, fluorescence, F442A cells. decrease of EGFP signal, % at 10 µM. Q05BA5. 16 h. 290,000 compounds, 0.01% hits;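 active = EGFP signal decrease of at least 30% at 10 µM or well 3 SD below plate mean, unless failing retest; inactive = the rest, including hits failing retest or dose response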; also: some compounds called inactive have numbers as strong as hits; many of its hits are not listed in these tables
MEKK2mut PB1 HTS – MEK5 binding signal on mutant MEKK2 PB1, primary screen, biochemical, multiplex bead flow cytometry, Alexa488-MEK5; Alexa488-MEK5 binding to MEKK2 mutant; percent response, % at 10 µM; 290,000 compounds, 0.35% hits; in the data active = percent response above about 24%, passing the limit was not always enough; also: inactives centre near 1; some results filed as inactive read as strong as hits; reference of the scale not given here
MEKK2 WT-MEK5 – modulators of MEK5 binding to wildtype MEKK2, primary screen, biochemical, multiplex bead flow cytometry, Alexa488-MEK5. Mitogen-activated protein kinase kinase kinase 2 (Homo sapiens), Q9Y2U5. Alexa488-MEK5 binding to MEKK2 WT; actives lie on both sides. binding response (% of control), % at 10 µM. 290,000 compounds, 1.1% hits; in the data active = binding response below about 67% or above about 130%
* = called active by the depositor; . = not tested or not shown; [ ] = remark or other dose.

SMILES	M18AAP inhibitor	IDE inh	MEKK3 PB1 HTS	NALP1 inh	SUMO HTRF inh	IDE act	p-CIP stab down	MEKK2mut PB1 HTS	MEKK2 WT-MEK5
COc1ccccc1NC(=S)NNC(=O)c1nn(C)c(C)c1Br	17.9	0.0	96.0	6.8	-45.3	5.6	-12.9	1.0	98.0
CCCN(CC1CC1)C(=O)CSc1ncnc2sccc12	-3.4	8.2	94.0	6.8	17.5	-5.5	2.7	-6.0	93.0
O=c1[nH]c(CO)nc2c1oc1ccccc12	-3.6	0.0	102.0	-3.5	16.1	1.7	-6.0	3.0	103.0
O=C(CSc1nnc(-c2ccco2)o1)N1CCCCC1	-2.8	-2.6	105.0	4.2	-4.6	9.4	6.9	0.0	98.0
O=C(CCS(=O)NCc1ccccc1)NCc1ccccc1 (stereo not drawn)	-15.6	5.9	98.0	16.3	15.5	.	-8.5	4.0	98.0
Cc1ccc(C)c(NC(=S)NCCN2CCOCC2)c1	7.2	2.8	99.0	.	.	3.7	.	1.0	102.0
Cc1cc(N/N=C/c2ccc(Cl)cc2Cl)nc(NCc2ccccc2)n1	2.4	2.8	102.0	44.0	-39.3	4.0	11.3	38.0	161.0*
COc1ccc(/C=N/NC(=O)CCn2nc(C)cc2C)cc1	1.6	4.9	133.0*	33.2	16.2	-0.3	5.3	30.0	112.0
Cc1cc(OCC(=O)NC(C)(C)C)ccc1Cl	-6.1	-4.8	128.0*	30.7	-16.9	4.3	-0.9	1.0	105.0
O=C1C=C(Nc2ccc(Cl)cc2)CC(c2ccccc2)C1 (stereo not drawn)	6.1	4.2	102.0	14.5	16.9	0.2	-3.9	-2.0	98.0
O=C(Nc1ccc(Cc2nc3ccccc3s2)cc1)c1ccncc1	0.0	4.4	100.0	20.1	9.9	5.2	-3.0	6.0	110.0
COC(=O)c1ccc(NC(=S)NC2CC2)cc1	15.6	-2.7	91.0	-1.7	0.7	4.2	4.3	-7.0	96.0
COc1ccc(-c2coc3cc(O)ccc3c2=O)cc1OC	-10.5	-1.2	90.0	2.7	18.3	2.2	-6.3	-7.0	93.0
Cc1ccc(NC(=O)CC(NCC2CCCO2)C(=O)O)cc1C (stereo not drawn)	-3.7	4.6	102.0	8.6	4.9	0.2	-14.8	2.0	104.0
CCc1cccc(CN2CCC(CNC(=O)Nc3ccc(Cl)cc3)CC2)c1	2.6	0.7	109.0	22.9	-10.5	-0.5	-1.9	7.0	123.0
CSc1ccccc1NC(=O)C1CCCO1 (stereo not drawn)	.	1.3	111.0	2.5	-3.2	2.1	10.7	3.0	105.0
Cc1ccc(-n2nc3c(c2NC(=O)c2ccco2)CS(=O)C3)cc1 (stereo not drawn)	8.0	0.0	104.0	-9.9	7.1	-3.6	-18.3	9.0	104.0
COC(=O)c1ccc(N2CCC(c3cc(-c4ccc(OC)cc4)n[nH]3)CC2)c([N+](=O)[O-])c1	-10.1	0.9	93.0	11.3	4.3	3.5	-21.0	-6.0	98.0
CC(=O)c1ccc(-n2ccnc2)cc1	-0.8	-2.3	86.0	6.1	7.0	4.1	3.3	-4.0	86.0
CCN(CC)C(=O)CSc1nc2ccccc2n1CC(=O)N1CCN(c2ccccc2OC)CC1	2.5	7.9	97.0	-19.9	11.9	3.7	-2.3	0.0	96.0
CC(=O)N1N=C(c2ccco2)CC1c1cc2cc(C)ccc2nc1Cl (stereo not drawn)	-14.0	3.9	100.0	23.9	15.2	.	-1.7	-1.0	98.0
Cc1c(CCC(=O)O)c(=O)oc2c(C)c3occ(-c4ccc(Cl)cc4)c3cc12	1.8	.	105.0	18.9	3.5	0.1	-21.7	-2.0	101.0
O=C(CN(c1ccccc1Cl)S(=O)(=O)c1ccccc1)NCc1ccccc1	-2.3	.	99.0	-23.2	5.1	-0.7	-3.1	3.0	98.0
COc1ccc(NC(=S)N2CCN(S(C)(=O)=O)CC2)cc1OC	-11.5	0.1	99.0	22.6	7.6	6.1	-2.9	-4.0	96.0
Cc1ccc(C(=O)N/N=C\c2ccc(-c3ccc([N+](=O)[O-])cc3)o2)cn1	12.3	0.6	92.0	16.7	27.6	0.9	-1.9	-17.0	88.0
The list goes on:
SMILES	M18AAP inhibitor	IDE inh	MEKK3 PB1 HTS	NALP1 inh	SUMO HTRF inh	IDE act	p-CIP stab down	MEKK2mut PB1 HTS	MEKK2 WT-MEK5
O=C(NCCOc1ccc(F)cc1)C1CCN(S(=O)(=O)c2ccccc2)CC1	10.8	5.1	102.0	5.2	-3.6	-0.6	0.2	6.0	105.0
CCCCC(=O)Nc1ccccc1C(=O)OCC(=O)c1ccc2c(c1)OCCO2	-4.6	1.2	110.0	28.5	7.0	9.6	-9.9	20.0	117.0
Cn1c(SCC(=O)Nc2ccc(N3CCOCC3)cc2)nnc1-c1ccccc1F	-4.3	-5.1	101.0	-5.9	19.2	0.4	0.3	0.0	99.0
COc1ccc(NC(=O)CSc2nc3n[nH]c(C)c3c(=N)n2-c2ccc(Cl)c(C)c2)cc1OC	1.5	-18.5	103.0	28.7	22.2	5.6	-18.5	4.0	104.0
Oc1ccc(Br)cc1/C=N/n1cnc2ccccc21	5.9	-8.9	98.0	0.2	41.1	-2.6	-3.5	5.0	101.0
CN(C)S(=O)(=O)c1ccc(C(=O)OCC2COC(C)(C)O2)cc1 (stereo not drawn)	0.7	6.9	102.0	-7.8	-18.7	0.4	-4.5	-3.0	101.0
N#CC1=C(N)C2=CCCC[C@H]2[C@H](c2ccccc2)C1(C#N)C#N	18.0	4.9	107.0	32.3	8.1	-0.8	-7.5	-2.0	99.0
Cc1ccc(S(=O)(=O)N(C)C)cc1NC(=O)C1CCC1	2.4	1.8	106.0	9.9	6.8	1.8	-11.1	9.0	105.0
CC(C)(C)C(=O)OC/C(N)=N/OC(=O)c1ccc(Cl)c(Cl)c1	3.4	2.7	106.0	0.1	-2.7	-5.1	-0.8	11.0	101.0
Cc1ccccc1-c1nn(-c2ccc(F)cc2F)cc1CNCCN(C)C	4.1	1.4	86.0	8.0	19.9	2.4	-1.7	23.0	150.0*
S=c1[nH]cnc2scc(-c3ccc(Br)cc3)c12	5.8	12.7	101.0	10.3	3.3	-6.3	10.6	-4.0	91.0
CC1CCCN(S(=O)(=O)c2ccc(C(=O)Nc3nnc(C4CC4)o3)cc2)C1 (stereo not drawn)	-3.9	9.3	98.0	2.1	-12.8	0.0	-30.4	6.0	104.0
CCN(CCO)Cc1csc2c(Br)cccc12	0.3	1.5	109.0	14.3	11.0	1.6	-14.3	11.0	118.0
Cc1cccc(N(CC(=O)Nc2c(C)n(C)n(-c3ccccc3)c2=O)S(C)(=O)=O)c1C	-2.3	5.7	99.0	10.5	12.1	-1.9	-3.3	-1.0	99.0
Cc1csc2ncnc(NCCc3ccccn3)c12	6.3	0.4	95.0	27.9	14.8	1.6	-7.7	-8.0	87.0
O=C(O)COc1ccc2occ(C(=O)c3ccccc3)c2c1	5.8	-1.7	104.0	-3.8	7.1	-0.9	-4.5	-1.0	102.0
O=C(Nc1ccc(C2=NCCN2)cc1)c1ccc(C(=O)Nc2ccc(C3=NCCN3)cc2)c(Cl)c1	0.7	5.9	72.0*[inhibitor]	33.1	13.7	-10.2	-4.1	31.0*	149.0*
Cc1cc(O)c(C(C)C)cc1N=Cc1cc([N+](=O)[O-])ccc1O	2.5	8.6	75.0	6.0	22.7	0.8	-3.6	-19.0	81.0
Cc1c(CC(=O)O)c(=O)oc2c(C)c3occ(-c4ccc(F)cc4)c3cc12	-16.7	.	107.0	11.0	31.6	-6.2	-10.5	6.0	102.0
CCOC(=O)NC(=S)Nc1ccc(OC)cc1	1.8	4.9	100.0	13.1	0.1	-0.7	4.8	1.0	105.0
CN(C)c1nc2c(c(N)nn2-c2ccc(Cl)cc2)c(=O)o1	-0.3	-3.4	100.0	4.1	-22.2	3.1	-3.7	1.0	105.0
CSc1nnc(CNS(=O)(=O)c2ccc(Cl)cc2)n1C	2.7	-4.3	100.0	-16.4	0.9	3.3	-6.2	7.0	103.0
C=CCOc1ccccc1CN(CCc1ccccc1)C(=O)c1cccc(S(C)(=O)=O)c1	-8.0	-2.8	94.0	13.2	1.3	3.2	-14.9	-8.0	88.0
COc1cccc(C(=O)Cn2c(NCCCO)nc3ccccc32)c1	-3.3	4.5	105.0	10.5	17.5	1.4	-3.7	4.0	107.0
COCCn1c(SCC(=O)Nc2ccc3[nH]c(=O)[nH]c3c2)nc2ccccc2c1=O	6.5	2.5	88.0	.	10.7	0.9	-2.1	-17.0	82.0

Records listed so far printed as active in MEKK2mut PB1 HTS.
SMILES	M18AAP inhibitor	IDE inh	MEKK3 PB1 HTS	NALP1 inh	SUMO HTRF inh	IDE act	p-CIP stab down	MEKK2mut PB1 HTS	MEKK2 WT-MEK5
O=C(Nc1ccc(C2=NCCN2)cc1)c1ccc(C(=O)Nc2ccc(C3=NCCN3)cc2)c(Cl)c1	0.7	5.9	72.0*[inhibitor]	33.1	13.7	-10.2	-4.1	31.0*	149.0*

The list goes on:
SMILES	M18AAP inhibitor	IDE inh	MEKK3 PB1 HTS	NALP1 inh	SUMO HTRF inh	IDE act	p-CIP stab down	MEKK2mut PB1 HTS	MEKK2 WT-MEK5
CC(=O)c1ccc(N2CCN(CC(=O)NCc3ccccc3)CC2)cc1	-1.9	-5.1	103.0	18.5	12.6	0.9	-10.4	5.0	105.0
Cc1cc(C)cc(NC(=O)c2ccc(CN3CCc4ccccc4C3)cc2)c1	0.0	9.3	104.0	15.8	-11.2	1.6	4.6	20.0	115.0
CC(=O)Nc1ccccc1-c1nc2ccccc2nc1OCC(=O)c1ccc(Br)cc1	1.8	-0.8	92.0	-1.0	7.8	1.7	-6.8	0.0	88.0
COc1cc(S(=O)(=O)N2CCCC2)c(C)cc1C	4.4	1.7	99.0	19.7	2.3	8.9	3.7	-3.0	99.0
O=C(COc1ccccc1)NCc1n[nH]c(=S)n1-c1ccccc1	41.7*	-3.4	105.0	-5.1	-8.8	-0.7	0.5	-1.0	100.0
COc1ccc(-c2cn3cccnc3n2)cc1NC(=O)C1CC1	-14.2	0.4	103.0	3.3	19.0	-1.7	-8.5	4.0	103.0
Cc1csc(SCC(=O)c2c(N)n(CC(C)C)c(=O)n(C)c2=O)n1	-9.2	-4.5	101.0	-10.9	-7.5	-12.5	-7.6	7.0	104.0
CC1CCN(S(=O)(=O)c2ccc(C(=O)Nc3ccccc3-c3nc4ccccc4[nH]3)cc2)CC1	4.2	2.0	102.0	14.0	-15.9	0.0	3.8	0.0	103.0
C=CCNc1sc(C(=O)C2CC2)c(N)c1C#N	10.0	-2.9	105.0	8.3	5.4	3.5	1.2	21.0	107.0
COc1ccc(/C=N/NC(=O)c2ccn[nH]2)cc1COc1ccc(Cl)cc1Cl	-6.5	3.8	83.0	3.4	-4.9	-3.9	-4.6	-14.0	84.0
O=C1CN(C(=O)CNC(=O)c2ccccc2Cl)c2ccccc2N1	-7.9	3.5	104.0	-4.8	-1.3	0.9	9.7	1.0	102.0

A portion of the library. The share of hits here may be higher or lower than overall.
